Bioassay records from PubChem BioAssay.
NADH coupling – blocks coupling enzymes of NAD/NADH assays; 65,000 tested, 0.02% active; AID 774; coupled PK/LDH NADH assays, four targets; IC50, µM (top dose mostly 10 µM), without a hit: top-dose inhibition;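 active = single-dose screening hits from any of four coupled enzyme assays that gave an IC50 when retested across doses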;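 also: the DPM-DC format reads NADH fluorescence rather than 340 nm absorbance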
SF1 activator – activates the human nuclear receptor SF-1 | Q13285 | CHO-K1 Gal4-SF-1 LBD luciferase reporter; % increase over DMSO SF-1-specific signal | activation, % at 10 µM | 65,000 tested, 1.9% active | AID 522;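 active = activation above the mean activation of all tested compounds plus 3 SD, cut at about 50% in these data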
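Material: Gal4–SF-1 LBD one-hybrid luciferase reporter in CHO-K1 cells | Amount: 4,000 cells per well | Compound dosing: 10 µM single point, 1% DMSO | Schedule: 20 h compound treatment, 37 °C | Measured by: SteadyLite luciferase luminescence | Evaluation: Percent activation versus DMSO | Control set: DMSO-treated SF-1-transfected cells as negative, DMSO-treated mock-transfected cells lacking SF-1 as background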
Ecoli tolC – growth inhibitors of E. coli BW25113 tolC mutant. OD615. growth inhibition, % at 10 µM (by protocol). 65,000 tested, 2.2% active. AID 573;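 active = growth inhibition at or above a cutoff equal to the mean over every tested compound plus 3 SD, cut at about 60% in these data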;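 also: growth measured after 20 h incubation at 37 °C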
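System: E. coli ΔtolC::kan strain BW25113; Buffer or medium: LB broth supplemented with 50 µg/mL kanamycin; Compound: 10 µM final, single dose; Incubation: bacterial growth with compound for 20 h at 37 °C; Signal: A615 absorbance measurement; Evaluation: growth inhibition in percent.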
TNAP act DEA – activators of human TNAP at intermediate phosphate acceptor; purified TNAP, CDP-star luminescence, 100 mM DEA, 30 min; stronger effect = higher value; scale: 0 levamisole-inhibited, 1 vehicle-only enzyme; activation factor at 20 µM; 64,000 tested, under 10 active;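 active = activation factor of at least 2 at 20 µM, relative to controls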
Target sequence (P05186 whole entry, looked up): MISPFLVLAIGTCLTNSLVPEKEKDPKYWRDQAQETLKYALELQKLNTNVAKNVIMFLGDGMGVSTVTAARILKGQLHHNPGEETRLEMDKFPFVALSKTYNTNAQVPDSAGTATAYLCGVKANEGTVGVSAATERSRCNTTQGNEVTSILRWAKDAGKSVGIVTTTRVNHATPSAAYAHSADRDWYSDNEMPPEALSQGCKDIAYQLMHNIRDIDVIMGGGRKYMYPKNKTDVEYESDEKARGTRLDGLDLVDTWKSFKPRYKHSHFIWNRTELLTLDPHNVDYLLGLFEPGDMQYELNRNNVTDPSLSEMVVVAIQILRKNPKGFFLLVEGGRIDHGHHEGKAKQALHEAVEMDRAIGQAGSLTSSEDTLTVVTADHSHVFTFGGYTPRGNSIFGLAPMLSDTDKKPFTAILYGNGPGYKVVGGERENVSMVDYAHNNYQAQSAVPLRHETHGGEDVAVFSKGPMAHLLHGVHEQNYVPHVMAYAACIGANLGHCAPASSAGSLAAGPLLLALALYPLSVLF
HEK293 NFkB inh – inhibitors of the PMA/ionomycin-induced NF-kB reporter in HEK293 cells. inhibition, % at 3 µM. AID 465. 62,000 tested, 0.21% active. HEK-293 NF-kB luciferase reporter, luminescence;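 active = inhibition above the mean of all tested compounds plus 3 SD, cut at about 40% in these data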;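 also: 0% = stimulated DMSO wells and 100% = 10 µM reference inhibitor 5653914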
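Reagent: PMA plus ionomycin mix as NF-kB-activating stimulus. Assay system: NF-kB luciferase reporter HEK-293 cells. Technique: luminescence from luciferase substrate reagent. Incubation: 1 h compound pre-incubation, 16 h PMA/ionomycin at 37 °C. Benchmarks: DMSO only as uninhibited control, 10 µM reference inhibitor as full inhibition. Repeats: tested once.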
D1 mod – allosterically modulates the human D1 dopamine receptor; P21728; HEK293 D1, CRE-luciferase, dopamine EC30 potentiation; actives deviate in either direction; B-score at 10 µM; 58,000 tested, 5.9% active; AID 641;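 active = luminescence count or its row- and column-corrected plate score outside the 99.7% band of the plate's sample wells, on either side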
Target sequence (P21728 whole entry, looked up): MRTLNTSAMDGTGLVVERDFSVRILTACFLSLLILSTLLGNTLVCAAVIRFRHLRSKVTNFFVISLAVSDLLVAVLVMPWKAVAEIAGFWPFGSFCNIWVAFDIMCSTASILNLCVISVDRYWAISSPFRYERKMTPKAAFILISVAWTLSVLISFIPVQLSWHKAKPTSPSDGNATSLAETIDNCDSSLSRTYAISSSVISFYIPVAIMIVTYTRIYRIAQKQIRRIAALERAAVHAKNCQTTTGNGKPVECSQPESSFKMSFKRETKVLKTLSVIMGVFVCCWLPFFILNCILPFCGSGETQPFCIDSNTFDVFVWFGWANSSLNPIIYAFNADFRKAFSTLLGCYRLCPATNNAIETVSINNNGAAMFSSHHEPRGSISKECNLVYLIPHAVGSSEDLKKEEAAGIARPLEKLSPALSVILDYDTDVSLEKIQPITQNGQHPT
M1 agonist – agonists of M1 muscarinic receptor; CHO-M1 cells, Fluo-4 calcium fluorescence, agonist mode; stronger effect = higher value; B-score at 10 µM; 64,000 tested, 3% active; AID 626;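 active = fluorescence rise, raw or as B-score row- and column-corrected plate score, outside the 99.7% band of its plate's samples, either direction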
M1 antag – M1 muscarinic receptor (rat) antagonism; P08482; 64,000 tested, 3.4% active; CHO-M1 cells, Fluo-4 calcium, ACh EC80 antagonist mode; stronger effect = lower value; B-score at 10 µM;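 active = calcium fluorescence response, raw or row-and-column corrected B-score, differing from the plate sample mean either way at a set confidence level, mostly lower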
Jurkat tox 60K – reduces viability or proliferation of Jurkat cells; AID 463; Jurkat E6.1 viability, ATP luminescence, 48 h; 56,000 tested, 1.2% active; inhibition, % at 4 µM;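 active = inhibition above the mean inhibition of all tested compounds plus 3 SD, cut at about 28% in these data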
Starred values were filed as active, the others as inactive; / = no result given; [ ] = remark or other dose.

SMILES	NADH coupling	SF1 activator	Ecoli tolC	TNAP act DEA	HEK293 NFkB inh	D1 mod	M1 agonist	M1 antag	Jurkat tox 60K
CCCCOC(=O)c1[nH]c(C)c(C(=O)OC)c1C	1%	78*	5	1	/	0.96	0.097	1.8*	/
Cc1ccc(N2CC(C(=O)Nc3ccc(S(=O)(=O)N4CCOCC4)cc3)CC2=O)cc1 (configuration not stated)	5%	-4	17	0.9	15	-0.15	0	0.17	-1
CSCCC(NC(=O)C1CC1)c1nc2ccccc2[nH]1 (configuration not stated)	2%	-2	-2	0.9	10	-1.1	-0.077	0.44	-5
Cc1cc(CC(C)C)n(-c2nc3ccccc3c(=O)n2OCC(=O)N(C)C)n1	7%	31	17	1	10	0.97	0.66	-0.05	3
Cn1c(=O)c2c(nc(Br)n2Cc2c(F)cccc2Cl)n(C)c1=O	4%	-2	-6	0.9	0	-0.87	0.13	1.2	0
O=C(NCc1cn2ccsc2n1)c1cccs1	5%	5	-14	1	20	0.037	-0.011	0.71	0
O=S(=O)(NCc1ccc2c(c1)OCO2)c1ccc2c(c1)oc1ccccc12	6%	-3	8	0.9	9	0.085	/	/	-5
CC1(C)N=C(/C=N/O)C=[N+]1[O-]	5%	-6	-5	0.9	4	1.4	0.57	-0.4	0
CC1Cc2ccccc2N1S(=O)(=O)c1cccs1 (configuration not stated)	12%	18	16	0.9	8	0.66	-0.24	-0.57	-6
CC1Cc2ccccc2N1C(=O)CSc1nc2cc3c(cc2cc1C#N)OCO3 (configuration not stated)	5%	-22	15	0.9	20	5.1*	-1	0.91	-6
COc1ccc(Cl)c(Cn2c(NCc3ccccn3)nc3c2c(=O)n(C)c(=O)n3C)c1	6%	-8	16	0.9	14	-0.22	1.2	-0.0056	11
N#Cc1c(NC(=O)CSCC(=O)O)sc2c1CCCC2	5%	-13	8	0.9	7	-0.69	-0.92	-0.37	-7
Cc1ccc(-n2c(SCC(=O)NCC3CCCO3)nnc2-c2ccoc2C)cc1 (configuration not stated)	9%	-22	-22	1	0	0.93	1.2	0.032	0
CN1CCN(CCCNC(=O)Nc2cccc3ccccc23)CC1	3%	-13	-7	1	20	-0.49	1.8	0.37	9
CCOC(=O)c1c(C)[nH]c(C(=O)OC/C(O)=C(\C#N)c2nc3ccccc3[nH]2)c1C	7%	-6	6	1	-3	-0.69	-0.82	0.91	-3
O=C(CSc1oc(-c2ccco2)nc1S(=O)(=O)c1ccc(F)cc1)NCC1CCCO1 (configuration not stated)	6%	7	1	/	3	/	0.091	0.063	/
CC(C)COC(=O)NCC12C=CC(O1)C1C(=O)N(c3ccc(Cl)cc3)C(=O)C12 (configuration not stated)	4%	-7	0	0.9	0	-1.7	0.51	-0.36	2
CC(C)CCNC(=O)C(c1ccco1)N(CC1CCCO1)C(=O)Cn1nnc2ccccc21 (configuration not stated)	2%	2	-17	1	10	0.37	-0.26	0.54	-9
CCN(CCNC(=O)C1CCN(S(=O)(=O)CC)CC1)c1ccccc1	4%	14	-14	0.9	0	0.081	0.14	-0.021	4
COc1ccc(NC(=O)Nc2ccccc2C(N)=O)cc1OC	2%	-2	-11	0.9	9	-0.55	0.55	1.2	2

11 of these compounds, set out differently.
Fields – NADH coupling | SF1 activator | Ecoli tolC | TNAP act DEA | HEK293 NFkB inh | D1 mod | M1 agonist | M1 antag | Jurkat tox 60K
Cn1c(=O)c2c(nc(Br)n2Cc2c(F)cccc2Cl)n(C)c1=O
    4% | -2 | -6 | 0.9 | 0 | -0.87 | 0.13 | 1.2 | 0
O=C(NCc1cn2ccsc2n1)c1cccs1
    5% | 5 | -14 | 1 | 20 | 0.037 | -0.011 | 0.71 | 0
O=S(=O)(NCc1ccc2c(c1)OCO2)c1ccc2c(c1)oc1ccccc12
    6% | -3 | 8 | 0.9 | 9 | 0.085 | / | / | -5
CC1(C)N=C(/C=N/O)C=[N+]1[O-]
    5% | -6 | -5 | 0.9 | 4 | 1.4 | 0.57 | -0.4 | 0
CC1Cc2ccccc2N1S(=O)(=O)c1cccs1 (configuration not stated)
    12% | 18 | 16 | 0.9 | 8 | 0.66 | -0.24 | -0.57 | -6
CC1Cc2ccccc2N1C(=O)CSc1nc2cc3c(cc2cc1C#N)OCO3 (configuration not stated)
    5% | -22 | 15 | 0.9 | 20 | 5.1* | -1 | 0.91 | -6
COc1ccc(Cl)c(Cn2c(NCc3ccccn3)nc3c2c(=O)n(C)c(=O)n3C)c1
    6% | -8 | 16 | 0.9 | 14 | -0.22 | 1.2 | -0.0056 | 11
N#Cc1c(NC(=O)CSCC(=O)O)sc2c1CCCC2
    5% | -13 | 8 | 0.9 | 7 | -0.69 | -0.92 | -0.37 | -7
Cc1ccc(-n2c(SCC(=O)NCC3CCCO3)nnc2-c2ccoc2C)cc1 (configuration not stated)
    9% | -22 | -22 | 1 | 0 | 0.93 | 1.2 | 0.032 | 0
CN1CCN(CCCNC(=O)Nc2cccc3ccccc23)CC1
    3% | -13 | -7 | 1 | 20 | -0.49 | 1.8 | 0.37 | 9
CCOC(=O)c1c(C)[nH]c(C(=O)OC/C(O)=C(\C#N)c2nc3ccccc3[nH]2)c1C
    7% | -6 | 6 | 1 | -3 | -0.69 | -0.82 | 0.91 | -3

(next part)
SMILES	NADH coupling	SF1 activator	Ecoli tolC	TNAP act DEA	HEK293 NFkB inh	D1 mod	M1 agonist	M1 antag	Jurkat tox 60K
COCCn1c(-c2ccc(OC)c(OC)c2)nc2ccccc21	1%	26	-2	0.9	2	1.2	0.16	-0.71	-2
O=C(NCc1ccc(F)cc1)c1cnc2n(c1=O)CCS2	1%	-22	-6	0.9	29	1.7	0.032	-0.14	1
O=C(Nc1ccc(Cl)cc1)N1CCCC1	5%	2	-14	0.9	2	-1.2	-1.2	-0.48	-4
Cc1cc(C(=O)COC(=O)C2=COCCO2)c(C)n1-c1ccc2c(c1)OCO2	1%	11	12	0.9	-1	-2.1	-1	-0.48	5
CCO/C(C)=C1\C(=O)N(CC)c2ccccc21	5%	-6	13	0.9	13	-0.71	0.68	0.37	-3
CCCn1c(SCC(=O)NCc2ccco2)nc2c1c(=O)n(C)c(=O)n2C	3%	0	-5	0.8	13	-1.2	0.49	-1.8	-8
COc1ccc(NC(=O)N2CCCCC2)cc1	5%	6	-9	0.9	1	0.41	-0.23	-1	0
COC(=O)C1=C(C)N=C2SCCC(=O)N2C1c1cccs1 (configuration not stated)	4%	-7	-8	0.9	1	-0.4	-0.057	-0.21	-10
COc1ccc(CNC(=O)c2ccccc2SC)cc1	7%	6	-4	1	2	-0.056	-0.66	-0.0093	1
CCCC(C(=O)NCc1ccc(OC)cc1)N(Cc1ccco1)C(=O)c1snc(C(N)=O)c1N (configuration not stated)	14%	-18	19	0.9	8	-0.88	0.16	-0.61	2
Cc1csc(Cn2c(CN(C)C)nc3ccccc3c2=O)n1	5%	0	-6	0.8	14	0.34	-0.22	-0.81	-1
CCOc1cc(C#N)c(NC(=O)c2cccnc2)cc1OCC	8%	17	-22	0.9	35	0.97	0.05	0.72	72*
CN(CC(=O)NC1CCCCC1)S(=O)(=O)c1ccc(Br)s1	8%	6	-20	0.9	15	/	-0.03	-1.6	/
O=C(NCc1ccco1)c1cc2nc(-c3cccs3)cc(C(F)(F)F)n2n1	15%[fluoresces]	0	-8	0.8	1	1	-0.37	-0.13	0
Cc1ccc(N(CN2CCCC2=O)C(=O)c2ccc(C)c(C)c2)cc1	7%	22	-13	0.9	-7	0.34	2	0.29	-2
Cc1ccccc1N1CC(c2nc3ccccc3[nH]2)CC1=O (configuration not stated)	3%	10	1	1.1	14	1.2	-0.3	0.3	6
CC(=O)N1CCN(S(=O)(=O)c2ccc(S(=O)(=O)NC3CC3)cc2)CC1	3%	-9	-15	0.8	29	-0.95	0.013	0.41	-5
CCOC(=O)c1sc(N(Cc2ccccc2)C(=O)CSc2nnc(C3CC3)n2N)nc1C	7%	11	11	1	21	6.2*	0.043	-0.12	/
CC1(C)Cc2ccccc2-c2nnc(-c3ccccn3)n21	6%	-9	-22	0.9	21	1.2	-0.15	0.31	9
COc1ccc2[nH]c(=O)c(CN(CC3CCCO3)C(=O)Nc3ccc(F)cc3)cc2c1 (configuration not stated)	4%[fluoresces]	-2	7	0.9	1	-0.22	11*	-4.3*	-7
O=C(Cn1c(=O)n(CC2CCCO2)c(=O)c2ccccc21)N1CCN(c2ccccc2)CC1 (configuration not stated)	5%	1	-14	1	6	/	/	/	-3
Cc1ccc2cccc(NC(=O)C(F)(F)F)c2n1	7%	-12	-9	0.9	4	0.69	0.23	0.17	8
NC(=O)C(Cc1ccccc1)NS(=O)(=O)c1ccc(N2CCCC2=O)cc1 (configuration not stated)	1%	-17	-8	0.9	25	-0.37	0.83	-0.041	5
Cc1noc(C)c1C(=O)NCCCN1CCCC1=O	1%	2	-17	1	5	0.54	1.2	0.19	6
CC(=O)c1ccc(Nc2ncnc3c2oc2ccccc23)cc1	5%	89*	5	0.9	-57	-0.89	0.5	0.29	-3
O=C(CSc1ncn[nH]1)NCCOc1ccccc1	1%	-24	-13	0.7	12	2.3	0.021	0.17	-2
CC1(C)Cc2cccc(OCC(O)CNCc3ccccn3)c2O1 (configuration not stated)	4%	2	7	1	16	-0.14	-0.2	-0.28	5
Cc1ccnc(SCCn2c(N3CCOCC3)nc3c2c(=O)[nH]c(=O)n3C)n1	6%	-6	/	/	-6	-0.63	0.13	0.19	-8
CN=C(Nc1cc(C)nn1CCC#N)c1ccccc1	6%	0	-10	1	1	0.91	0.44	0.45	-4
CC12CCC(C(=O)NCc3ccccc3)(OC1=O)C2(C)C (configuration not stated)	0%	-7	-13	1	16	-1.1	-0.083	-0.62	3
COc1ccc(S(=O)(=O)N2CCN(C(=O)c3c(C)nn(-c4ccccc4)c3Cl)CC2)cc1	5%	-3	3	0.9	15	-1	-2.5	-1.3	11
CCCSC1=C(C#N)C(c2ccccc2C)C(C(=O)OC)C(=O)N1 (configuration not stated)	1%	5	26	0.9	12	0.44	-0.56	-0.061	3
CN(C)S(=O)(=O)c1ccc2oc(SCC(=O)NCC(F)(F)F)nc2c1	9%	8	-9	1	20	0.25	0.54	-0.56	-1
CCC1Oc2ccccc2N(CC(=O)NCCC2=CCCCC2)C1=O (configuration not stated)	8%	-3	17	1	7	-0.96	0.37	0.52	-2
Cc1ccc(C(CC(=O)N2CCCC2)c2ccccc2)c(O)c1C (configuration not stated)	2%	3	28	1	21	2.5	0.73	0.62	9
Cc1cccc2cc3c(NC(=O)C(C)C)nn(C)c3nc12	11%	-9	-17	1.1	13	0.052	12*	-15*	-3
